Screening results (PubChem BioAssay)
Akt phos inh: blocks phosphorylation of Akt; activity change, % for hits at 50 µM; Neuro2A IGF-stimulated pAkt S473 HTRF, 20 min; stronger effect = lower value; actives 0.32% (n = 360,000); in the data active = activity change below about -80%; inconclusive = mostly about -51% to -80%; note: % is set by controls: 0 for no effect and ±100 for the full control effect
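Neuro2A cells in DMEM with 0.5% FBS, overnight at 37 deg C, given compound at single 50 µM final, then IGF (6 nM final) for 20 min at 37 deg C. Lysed; phospho-Akt Ser473 by HTRF after 24 h, 665/615 ratio.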
aSyn rescue: rescues yeast growth from alpha-synuclein toxicity | Potency, µM (doses to about 46.1 µM), for the others: at the top dose growth rescue (activation), hits mostly activators | actives 0.14% (n = 370,000) | Yeast expressing alpha-synuclein, growth rescue, BacTiter-Glo, 24 h; note: potency is the fitted concentration of half-maximal effect; % of control where 0% means no effect; nearly all actives have a fitted effect of over 65% in size
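Rescue of yeast growth: cells expressing toxic alpha-synuclein, induced in galactose at OD600 0.02, incubated with compound 24 h at 30 C. ATP luminescence quantified growth; inhibitors of toxicity appear as activators.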
FUS suppressor: suppressors of FUS proteinopathy in yeast | S. cerevisiae FUS-expressing, growth rescue, OD600, 24 h | Potency, µM (top dose mostly 76.6 µM), for inactives: at the highest dose growth rescue (activation), actives largely listed as activators | actives 0.24% (n = 390,000) | AID 1347120;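 note: potency is the fitted concentration of half-maximal effect; plate controls were DMSO vehicle for no effect and reference control for full effect; nearly all actives have a fitted effect of over 55% in size; some results filed as inactive show a strong effect at the top dose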
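Steps: raffinose overnight preculture; dilution to OD 0.005 in 2% galactose minimal medium; compound addition (concentration series); 24hr at 30C, 99% humidity; absorbance read at 600 nm.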
Abeta rescue: restores growth of yeast expressing A-beta42 peptide; yeast expressing A-beta42, growth rescue, OD600, 48 h; response scale: 0% DMSO, 100% iron-clioquinol control; Potency, µM (top dose mostly 46.1 µM), without a hit: at the top dose growth rescue, actives largely listed as activators; AID 1347071; actives 0.063% (n = 410,000); note: potency is the fitted concentration of half-maximal effect; nearly all actives have a fitted effect of over 55% in size
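Yeast A-beta toxicity model in growth medium with pinned compounds, 48 h at 30 C; growth read as absorbance at 600 nm. Normalized to FeCl3/clioquinol equimolar mix (positive) and DMSO (negative).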
GLP-1R inv ag: acts as inverse agonist at human GLP-1 receptor; P43220; HEK293 GLP-1R CRE-luciferase, luminescence, 24 h; GLP-1R form is constitutively active; Potency, µM (titrated, usually from 38.3 µM), without a hit: at the highest dose activity change, negative = inhibition, usual class: inhibitors; actives 1.6% (n = 410,000); AID 624417; note: potency is the fitted concentration of half-maximal effect; % is set by controls: 0 for no effect and ±100 for the full control effect; nearly all actives have a fitted effect of over 55% in size
Target sequence (P43220 whole entry, looked up): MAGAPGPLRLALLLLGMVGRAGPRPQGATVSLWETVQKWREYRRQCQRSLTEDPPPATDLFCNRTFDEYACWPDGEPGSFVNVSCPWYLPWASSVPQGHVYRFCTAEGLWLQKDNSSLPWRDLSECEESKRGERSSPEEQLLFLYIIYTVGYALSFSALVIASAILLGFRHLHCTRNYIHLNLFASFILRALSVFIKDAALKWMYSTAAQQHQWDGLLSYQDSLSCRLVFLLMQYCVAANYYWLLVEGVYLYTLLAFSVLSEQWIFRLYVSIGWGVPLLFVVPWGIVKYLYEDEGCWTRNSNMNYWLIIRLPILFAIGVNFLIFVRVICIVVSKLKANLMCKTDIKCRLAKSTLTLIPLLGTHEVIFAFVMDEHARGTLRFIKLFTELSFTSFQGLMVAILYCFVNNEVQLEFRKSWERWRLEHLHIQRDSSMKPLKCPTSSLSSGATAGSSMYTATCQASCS
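Stable HEK293 clone (constitutively active GLP-1R + cAMP-response luciferase); 200 cells/uL plated, 12 h pre-culture, compound 24 hr, 37 deg C/5% CO2; detection reagent 12 min RT; luminescence.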
HEK293 tox: cytotoxicity in counter-screen for GLP-1R inverse agonists. HEK293 cAMP-luciferase reporter cells, luminescence, 24 h. Potency, µM (doses to about 38.3 µM), inactives show top-dose activity change, negative = inhibition, usual class: inhibitors. actives 0.13% (n = 410,000). AID 624418;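 note: loss of luciferase light is scored as toxicity; potency is the fitted concentration of half-maximal effect; % is set by controls: 0 for no effect and ±100 for the full control effect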
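Here, cytotoxicity is scored as loss of luminescence. The MLSMR collection was tested on cells seeded in medium containing 10% Nu serum, with a 24 hr compound exposure preceded by 12 hours of culture.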
Mm-Cpn inhibitor: M. maripaludis TRiC chaperonin inhibition. actives 0.031% (n = 330,000). Potency, µM (titrated, usually from 76.9 µM), for the others: at the highest dose activity, negative = inhibition, hits mostly inhibitors. purified Mm-Cpn ATPase, ADP Transcreener TR-FRET. AID 504842; note: potency is the fitted concentration of half-maximal effect; % is set by controls: 0 for no effect and ±100 for the full control effect; nearly all actives have a fitted effect of over 80% in size
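Purified archaeal chaperonin (25 nM final) was preincubated with compound for 10 min at 37°C, then ATP (10 uM final) was added for 30 min at 37°C in Tris pH 7.4/KCl/MgCl2/DTT buffer. ADP was quantified by HTRF Transcreener TR-FRET.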
PTHR1 ag: activates the human parathyroid hormone receptor PTHR1; AID 743266; Q03431; actives 0.075% (n = 410,000); Potency, µM (highest dose often 115 µM), inactives show at the highest dose activation, actives largely listed as activators; HEK293 GP2 PTHR1 cells, GloSensor cAMP luminescence, 1 h; note: potency is the fitted concentration of half-maximal effect; nearly all actives have a fitted effect of over 55% in size; some results filed as inactive show a strong effect at the top dose; inactives centre near -15; many of its hits are not listed in these tables
Target sequence (Q03431 whole entry, looked up): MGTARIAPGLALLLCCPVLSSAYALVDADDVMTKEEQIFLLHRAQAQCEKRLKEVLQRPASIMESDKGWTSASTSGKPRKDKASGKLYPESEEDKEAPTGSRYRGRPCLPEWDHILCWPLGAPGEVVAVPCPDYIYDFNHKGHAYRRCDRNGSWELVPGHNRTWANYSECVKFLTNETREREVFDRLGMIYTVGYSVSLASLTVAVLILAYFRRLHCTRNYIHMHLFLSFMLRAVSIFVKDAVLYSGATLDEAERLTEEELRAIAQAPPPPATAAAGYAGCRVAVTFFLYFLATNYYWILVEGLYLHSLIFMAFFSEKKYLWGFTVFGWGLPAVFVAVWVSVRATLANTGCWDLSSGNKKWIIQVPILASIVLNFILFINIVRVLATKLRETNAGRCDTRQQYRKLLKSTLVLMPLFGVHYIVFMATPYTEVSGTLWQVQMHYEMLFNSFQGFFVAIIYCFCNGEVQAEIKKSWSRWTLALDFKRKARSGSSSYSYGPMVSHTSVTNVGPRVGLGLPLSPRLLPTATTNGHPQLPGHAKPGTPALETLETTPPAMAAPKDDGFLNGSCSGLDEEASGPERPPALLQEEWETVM
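HEK-293-derived GP2 cells expressing PTHR1 and a GloSensor cAMP reporter, 3,000/well, plated overnight, given luciferin plus IBMX (each 0.5 mM as added) for 1 h at 37 °C, then compound for 1 h at 37 °C. Luminescence was read after 15 min at room temperature.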
TDP-43 yeast inh: TDP-43 toxicity inhibition in yeast; TDP-43 expressing yeast growth rescue, BacTiter-Glo, 24 h; Potency, µM (titrated, usually from 46.1 µM), for the others: at the top dose growth rescue (activation), hits mostly activators; actives 1.8% (n = 410,000); AID 652104; note: potency is the fitted concentration of half-maximal effect; % of control where 0% means no effect; nearly all actives have a fitted effect of over 50% in size
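Luminescence from BacTiter-Glo reports growth of TDP-43-expressing yeast after 24 hr at 30 deg C with compound. Cells were raffinose-pregrown to mid-log, then seeded in galactose medium at OD600=0.02.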
* marks the source's active call; other numbers are inactive results; i = inactive; ? = inconclusive; . = no result given; [ ] = another dose, or the depositor's remark. Unless noted, calls come from the whole dose curve; as a rule, active = well fitted curve in the direction sought with a large enough effect; inconclusive = small, poorly fitted or top-dose-only effect, or another doubt; inactive = no such curve, though single readings can be large; an effect the other way counts as inactive or inconclusive.

Order of values – HEK293 tox	PTHR1 ag	Abeta rescue	FUS suppressor	GLP-1R inv ag	Mm-Cpn inhibitor	aSyn rescue	TDP-43 yeast inh	Akt phos inh
> CC(C)C(=O)Nc1nnc(SCC(=O)NCc2ccc3c(c2)OCO3)s1
 : 18%	-46%[inhibitor]	-18%	17%	9%	-1%	0%	-22%	i
> CC(C)(C)c1ccc(C(=O)NNC(=O)C2CCCCC2)cc1
 : 6%	i	2%	-17%	11%	-2%	2%	18%	i
> CNc1cncc(-c2ccc(F)c(F)c2)n1
 : 19%	-30%	-9%	-14%	17%	.	23%	?	.
> O=C1NC(=O)C2(COC3(CCCC3)OC2)S1
 : 6%	i	?	7%	25%	-4%	2%	7%	i
> O=C(O)C(Cc1ccccc1)N1CCS(=O)(=O)CC1 (stereo unspecified)
 : 5%[7.66 µM]	i	8%	4%	-17%[7.66 µM]	-4%	-2%	8%[9.22 µM]	i
> O=C(COc1cccnc1[N+](=O)[O-])Nc1cccc(Br)c1
 : -13%	i	5%	5%	2%	2%	7%	9%	i
> COc1cccc(NC(=O)Cn2c(CCC(=O)O)ccc2-c2cccs2)c1
 : 22%	-15%	1%	44%	-1%	-3%	9%	-3%	i
> COc1ccc(S(=O)(=O)N(CC(=O)Nc2cccnc2)c2ccc(Cl)cc2)cc1
 : -22%	i	21%	?	?	.	.	0%	.
> CC(=O)Nc1sc2c(c1C(=O)N1CCOCC1)CCCCC2
 : 12%	i	13%	20%	2%	0%	4%	-6%	i
> Cc1cc(C)n2nc(C(=O)OCC(=O)NC3CCCCC3)nc2n1
 : 18%	-15%	12%	14%	1%	1%	3%	3%	i
> COC(=O)c1ccc(C(=O)NC2CCCc3c2cnn3-c2cc(F)cc(F)c2)nc1 (stereo unspecified)
 : -7%	-14%	-2%	27%	?	1%	7%	-18%	i
> COc1ccccc1C(=O)NC1(C(F)(F)F)C(=O)Nc2c1c(=O)[nH]c(=O)n2-c1ccccc1 (stereo unspecified)
 : 7%	-32%[inhibitor]	-16%	7%	12%	.	.	10%	.
> CCN1CCN(c2cc(C)c3cc(NC(=S)NCCN(C)C)ccc3n2)CC1
 : ?	i	-15%	6%	3.5µM*	-5%	-4%	-18%	i
> COc1cc(OC)cc(-c2c(C#Cc3ccsc3)c3cc(Br)ccc3n2C)c1
 : 4%	i	-4%	?	?	?	-1%	-8%	i
> COC(=O)c1cc(S(=O)(=O)NC2CCN(Cc3ccccc3)CC2)cn1C
 : 3%	i	6%	27%	-10%	-1%	13%	24%	i
> CCN(CC)CCNC(=O)c1ccc(Cn2c(=O)c3cccn3c3cccnc32)cc1
 : -4%	25%	-11%	2%	27%	.	.	-12%	.
> COc1ccccc1CNc1nc2nc3c(c(=O)n2[nH]1)CCC3
 : 23%	?	-24%	20%	0%	0%	-10%	-9%	i
> COc1ccccc1CNC(=O)COC(=O)c1ccccc1SCC(=O)N1CCCC1
 : -5%	-25%	9%	7%	-10%	1%	1%	13%	i
> CCOc1ccccc1NC(=O)c1sc2ncn(CC(=O)N3CCOCC3)c(=O)c2c1C
 : 2%	-37%[inhibitor]	18%	4%	12%	0%	1%	-6%	i
> O=C(CSc1nc2ccccc2c(=O)n1CC1CCCO1)NCCc1ccccc1 (stereo unspecified)
 : -7%	i	6%	17%	6%	1%	-7%	7%	i
> Cn1nnnc1NCc1cccc(Cl)c1
 : 14%	i	-4%	5%	8%	0%	-6%	-10%	i
> CC(=O)Nc1ccc(C=NNc2ccc([N+](=O)[O-])cc2S(=O)(=O)Nc2ccccc2C(=O)O)cc1
 : -6%	-13%	-1%	2%	-20%	1%	-2%[1.84 µM]	13%	i
> COc1ccccc1CNC(=O)c1ccc2c(c1)sc1nc(-c3ccc(F)cc3)cn12
 : 9%	i	-4%	22%	-2%	.	.	16%	.
> CCN(CC(=O)Nc1ccc(NC(C)=O)cc1)C(=O)CSCC(=O)Nc1ccc(C)cc1
 : -8%	i	2%	17%	4%	2%	2%	-11%	i
> CCOc1ccc(C(=O)Nc2ccccc2C(=O)OCc2cc(=O)n3nc(C4CC4)sc3n2)cc1
 : 1%	i	-26%	-10%	0%	.	.	3%	.
> CCOC(=O)c1c(NC(C)=O)sc2c(O)c(Br)ccc12
 : -5%	-9%[57.5 µM]	5%	18%	3%	1%	4%	-13%	i
> CC(=O)Nc1cccc(-c2ccnc3c2CC(C(=O)Nc2cccc(OC(F)(F)F)c2)O3)c1 (stereo unspecified)
 : -25%	-13%	15%	18%	?	.	1%	10%	i
> O=c1[nH]c(=S)[nH]c2c1[C@H](CCc1cccc(Cl)c1)O[C@H](C1CCCC1)C2
 : -2%	i	13%	23%	4%	.	-9%	?	i
> Cc1ccc(NC(=O)CN(C)C(=O)Cn2cc(C(F)(F)F)ccc2=O)cc1
 : -7%	-23%	-8%	6%	19%	-2%	6%	15%	i
> O=C(Nc1nc2ccccc2s1)NC1CCCCC1
 : 10%	-57%[inhibitor]	?	-37%	?	3%	4%	23%	i
> COc1ccccc1NS(=O)(=O)c1cc(C(=O)N2CCCCCCC2)ccc1C
 : -2%	i	-27%	28%	?	2%	-16%	-11%	i
> CC(C)N(CCNC(=O)c1oc(=O)c2ccccc2c1-c1ccccc1)Cc1ccco1
 : -3%	i	4%	-7%	?	0%	-3%	-11%[0.397 µM]	i
> C=CCc1cccc(/C=N/NC(=O)CNc2ccccc2OC)c1O
 : 8%	-20%	13%	2%	?	-6%	9%	11µM*	i
> CCOC(=O)c1cc(C(C)=O)n2ccccc12
 : 0%	i	-3%	14%	9%	1%	11%	-7%	.
> CCOC(=O)c1c(CC(C)C)csc1NC(=O)COC(=O)c1ccc(O)cc1
 : -9%	i	24%	-15%	?	0%	11%	21%	i
> Cc1cc(Oc2ccccc2)nc(-c2ccccc2)n1
 : 1%	i	-3%	16%	4%	1%	0%	-18%	i
> C=CCOc1ccc(/C=C/C(=O)OC(C)C(=O)Nc2ccc(NC(C)=O)cc2)cc1 (stereo unspecified)
 : 4%	i	-6%	27%	-10%	-1%	0%	7%	i
> Cc1cc(C(=O)OCC(=O)NC2CCS(=O)(=O)C2)c2ccccc2n1 (stereo unspecified)
 : -1%	-12%	0%	3%	20%	1%	0%	25%[9.22 µM]	i
> COc1cccc(-c2cc(C(=O)NCc3cccs3)no2)c1
 : -8%	-26%	-6%	9%	84%[activator]	-5%	-3%	6%	i
> CN(Cc1cnn(C)c1)C(=O)c1sc2cccc(Cl)c2c1Cl
 : 0%	i	4%	6%	99%[activator]	-8%	10%	?	i
> COC(=O)Cn1c(CCC(=O)O)ccc1-c1ccccc1
 : -12%	-17%	5%	2%	5%	-3%	2%	12%	i
> Cc1ccc(Cc2c(C3CCCCC3)nc3c(C)cc(Br)cn23)cc1
 : 6%	?	10%	33%	?	.	6%	14%	i
> CN1CCN(c2nc3c(c(=O)[nH]c(=O)n3C)n2CCSc2nc3ccccc3s2)CC1
 : 2%	i	0%	-10%	8%	-14%	-5%	23%	i
> Cc1cc([N+](=O)[O-])nn1CCCC(=O)Nc1sc2c(c1C(N)=O)CCC(C)C2 (stereo unspecified)
 : -9%	i	-5%	.	5%	3%	-11%	11%	i
> O=C(CCc1nc2sc3c(c2c(=O)[nH]1)CCCC3)NCCc1ccccc1
 : -4%	i	2%	18%	7%	-4%	1%	-1%	i
> Cc1nc2nc(N)nc(OCc3ccccc3)c2nc1C
 : 14%	-14%	-17%	-1%	31%[activator]	.	-8%	-21%	i
> COc1cccc(Nc2ccc(C(=O)O)cc2[N+](=O)[O-])c1
 : -16%	1%	8%	-4%	10%	0%	4%	?	i
> COC(=O)c1ccc(NC(=O)CN(C)S(=O)(=O)c2ccc3c(c2)CCCC(=O)N3)cc1
 : -8%	-20%	-15%	-3%	3%	.	0%	12%	.
> CCOC(=O)c1[nH]c(=S)[nH]c1C
 : -14%	-7%	3%	-2%	29%	.	-6%	-23%	i
> C=CCNc1nc(-c2ccccc2)c(C(=O)OCC)cc1C#N
 : ?	0%	0%	5%	5µM*	1%	-22%	?	i

In a second layout: entries from further up.
compound	HEK293 tox	PTHR1 ag	Abeta rescue	FUS suppressor	GLP-1R inv ag	Mm-Cpn inhibitor	aSyn rescue	TDP-43 yeast inh	Akt phos inh
COC(=O)Cn1c(CCC(=O)O)ccc1-c1ccccc1	-12%	-17%	5%	2%	5%	-3%	2%	12%	i
Cc1ccc(Cc2c(C3CCCCC3)nc3c(C)cc(Br)cn23)cc1	6%	?	10%	33%	?	.	6%	14%	i
CN1CCN(c2nc3c(c(=O)[nH]c(=O)n3C)n2CCSc2nc3ccccc3s2)CC1	2%	i	0%	-10%	8%	-14%	-5%	23%	i
Cc1cc([N+](=O)[O-])nn1CCCC(=O)Nc1sc2c(c1C(N)=O)CCC(C)C2 (stereo unspecified)	-9%	i	-5%	.	5%	3%	-11%	11%	i
O=C(CCc1nc2sc3c(c2c(=O)[nH]1)CCCC3)NCCc1ccccc1	-4%	i	2%	18%	7%	-4%	1%	-1%	i

This is a subset; rates above refer to the full screens.
